Screening data: PubChem, several laboratories
WT yeast gro inh = growth inhibition of WT yeast, mitochondrial fusion screen. mitochondrial fusion phenotypic screen, WT strain. 190,000 compounds, 2.1% hits. inhibition, % at 10 µM; in the data active = inhibition above about 58%; tested in S. cerevisiae
Ins promoter up = MIN6 insulin promoter up-regulation; 190,000 compounds, 0.3% hits; z-score at 5 µM; MIN6 insulin promoter-GFP reporter, high-content imaging; stronger effect = higher value; AID 1625;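 active = z-score above 3 at 5 µM with at least 500 cells counted in the well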
MT stabilize HCS = microtubule stabilization, imaging screen; HeLa tubulin immunostaining HCS, 24 h; share of cells brighter than vehicle mean+2SD; % tubulin-high responders, % at 10 µM; 200,000 compounds, 0.83% hits; AID 2205;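 active = plate Z-score above 3 for both tubulin-high and condensed-nucleus cell shares, with cell loss under 80%, at 10 µM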;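 also: anti alpha tubulin signal scored within the nucleus-defined area of each cell; some results filed as inactive read as strong as hits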
Dynein cargo inh = blocks dynein driven cargo transport along microtubules. 3617.4 mouse cells, GR-EGFP nuclear translocation imaging; test concentration mostly 20 µM; stimulated with dexamethasone, 1 µM; stronger effect = lower value. z-score, hits read low. 220,000 compounds, 0.47% hits. AID 1381;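 active = plate z-score of nuclear minus cytoplasmic receptor signal below a set negative limit, without overly bright fluorescence or cell loss, cut at about -3.5 in these data, passing the limit was not always enough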;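 also: z-score of nuclear minus cytoplasmic ring GR-EGFP intensity difference per well; some compounds called inactive have numbers as strong as hits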
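Schedule: 48 h induction, then 1 h compound, then 30 min agonist, 37 °C. Buffer or medium: tetracycline-free induction medium containing charcoal-stripped FBS. Reagent: 1.0 µM final dexamethasone stimulus. Evaluation: nuclear versus cytoplasmic GR-EGFP signal, averaged per well. Signal: high-content fluorescence imaging after fixation.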
Yfh1-depleted yeast = enhancers of respiration in Yfh1-depleted yeast, dose response, Friedreich's ataxia, plus single-dose screen (AID 1465) | S. cerevisiae Yfh1-off respiration, WST-1 reduction, 72 h; higher fold induction means a stronger effect | fold induction at 50 µM, or EC50 in µM where a hit was titrated | 220,000 compounds, 0.074% hits;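 active = fold induction of absorbance versus untreated yeast above a set limit, then at least 30% activation at any dose in follow-up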;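 also: activators that raise dye reduction in frataxin-depleted yeast; strong numbers were not always called active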
Autophagy HCS = modulators of autophagy | AID 463193 | MEF GFP-LC3 puncta imaging; test concentration mostly 10 µM | calls only at 10 µM (by protocol) | 190,000 compounds, 0.98% hits;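 active = percentage of spot-positive cells more than 3 SD above its plate mean, without a fluorescence outlier flag or 80% toxicity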;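 also: spot-positive cell cutoff set from DMSO-treated cells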
b-catenin transl = alters nuclear translocation of beta-catenin in HeLa cells; immunofluorescence imaging; nuclear translocation activity, % at 5 µM; 190,000 compounds, 0.3% hits; AID 1665;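 active = nuclear translocation activity above 50% at 5 µM, with a well cell count of 50 or more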;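 also: per-cell ratio of nuclear to cytoplasmic median beta-catenin stain intensity; plate controls were DMSO negative control for no effect and GSK-3 inhibitor IX positive control for full effect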
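Read-out: Nuclear/cytoplasmic beta-catenin signal ratio, % activation | Assay system: Human HeLa cell line | Times: 24 h compound exposure at 37°C, 5% CO2 | Signal: Fluorescence imaging of beta-catenin antibody stain plus DAPI | Dosing: 5 µM primary, 0.02–20 µM confirmation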
AID2073 = disruptors of CaV2.2 binding to Mint1 – biochemical, HTRF (AID 2073); HTRF protein-protein interaction, Mint1-CaV2.2; higher % means a stronger effect; inhibition, % at 20 µM; hits with a dose series show IC50 in µM; 290,000 compounds, 0.19% hits; in the data active = inhibition mostly above about 51%, no sharp cut-off; also: some results filed as inactive read as strong as hits
HIV fusion peptide = cell-free HIV fusion peptide-binding blockers – biochemical, uHTS, fluorescence dequenching, primary screen (AID 1986); cell-free peptide binding, fluorescence dequenching, 30 min; higher % means a stronger effect; inhibition, % at 20 µM; hits with a dose series show IC50 in µM; 290,000 compounds, 0.3% hits; in the data active = inhibition mostly above about 52%, no sharp cut-off; inactive = mostly below about 76%; also: some results filed as inactive read as strong as hits
WT yeast gro inh mutant strain = also measured in WT yeast gro inh; calls as there; inhibition, %; mitochondrial fusion phenotypic screen, mutant strain inhibition
Dynein cargo inh cytoplasmic EGFP = recorded beside Dynein cargo inh, whose call it bears; z-score; measured here: cytoplasmic GR-EGFP intensity; stronger effect = higher value
Dynein cargo inh nuclear GR-EGFP = recorded beside Dynein cargo inh, whose call it bears; z-score; measured here: nuclear GR-EGFP intensity;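 lower value marks the stronger effect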
Dynein cargo inh cell count = second read-out of Dynein cargo inh, no call of its own (marks repeat the call); z-score; measured here: cell count per field
Ins promoter up cell count = further read-out of Ins promoter up, marked with its call; cell count; measured here: cytotoxicity, nuclei count;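 total cells summed across four imaged fields per well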
b-catenin transl cell count 5 µM = also measured in b-catenin transl; calls as there; cell count; measured here: cell count, cytotoxicity flag
MT stabilize HCS Hoechst-high % = recorded beside MT stabilize HCS, whose call it bears; % Hoechst-high responders; measured here: nuclear condensation Hoechst responders;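 share of cells brighter than vehicle mean plus two SD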
MT stabilize HCS cytotoxicity % = recorded beside MT stabilize HCS, whose call it bears; toxicity, %; measured here: cytotoxicity by cell density;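 0% = mean cell density of plate MIN control wells and 100% = no cells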
Autophagy HCS cell loss 18 h = also measured in Autophagy HCS; calls as there; toxicity, %; measured here: cell loss, nuclei count;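 cell loss after 18 h compound exposure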
Numbers without * were called inactive; i = inactive; · = not tested or not shown; + = active, no number.

SMILES	WT yeast gro inh	WT yeast gro inh mutant strain	Ins promoter up	Ins promoter up cell count	MT stabilize HCS	MT stabilize HCS Hoechst-high %	MT stabilize HCS cytotoxicity %	Dynein cargo inh	Dynein cargo inh cytoplasmic EGFP	Dynein cargo inh nuclear GR-EGFP	Dynein cargo inh cell count	Yfh1-depleted yeast	Autophagy HCS	Autophagy HCS cell loss 18 h	b-catenin transl	b-catenin transl cell count 5 µM	AID2073	HIV fusion peptide
CCCN1C(=O)/C(=C\C=C2/Sc3ccccc3N2CCO)SC1=S	38.6	29.3	0.32	1205	3.2	2.5	9.9	-0.189	-0.00129	-0.0421	-1.23	i	i	3.0	15.3	1090	26.3%	3.4%
Nc1nncn1C(=O)CCCOc1ccc(Cl)cc1Cl	1.5	6.2	0.17	1355	2.0	2.2	13.3	0.58	-0.212	0.573	0.302	i	i	-2.4	-1.6	1026	-10.0%	8.6%
CC(C(=O)Nc1ccc2c(c1)OCCO2)N(C)Cc1c(F)cccc1Cl (stereo not drawn)	55.6	26.0	-0.29	1272	1.2	1.6	5.4	-0.932	-0.327	0.224	0.307	i	+	-6.0*	-2.0	1074	-4.8%	1.5%
Cc1ccccc1C(=O)Oc1cc(N)n(S(=O)(=O)c2ccccc2)n1	8.7	9.0	-0.46	1248	1.2	0.8	1.6	-0.869	-0.175	-0.313	0.654	i	i	-24.2	-0.8	1052	-18.8%	-1.3%
O=C(N/N=C/c1ccc2c(c1)OCO2)/C(=C/c1ccc2c(c1)OCO2)NC(=O)c1ccccc1	-15.5	-11.7	-0.07	1560	2.3	1.4	5.7	0.0512	-0.224	0.721	-0.624	·	i	20.8	-1.4	1367	29.8%	1.9%
CCOc1ccccc1N(CC(=O)NCCOC)C(=O)CCC(=O)Nc1ccccn1	-8.4	-20.6	0.22	1479	3.3	1.2	6.2	-0.567	-0.27	-0.543	0.903	i	i	19.2	0.7	1427	-8.0%	0.7%
O=C(Nc1ccccc1Br)C1CC(=O)N(c2ccc3c4c(cccc24)CC3)C1 (stereo not drawn)	-5.0	-10.7	0.21	1321	37.7*	20.8*	46.4*	0.00225	-0.144	0.464	-0.928	i	i	11.2	4.4	1048	-2.5%	-1.6%
O=C(c1ccc2c(c1)OCCCO2)N1CCCCC1	·	·	-0.24	1069	·	·	·	-1.16	0.123	-0.327	0.775	i	·	·	0.4	1217	-2.3%	-0.9%
O=S(=O)(NCCCc1ccccc1)c1ccccc1	2.6	-2.6	-1.11	895	2.1	1.4	3.9	-0.568	0.119	-0.162	-0.332	i	i	24.6	·	·	-0.3%	2.2%
CC1(C)CC(=O)C(C=Nc2ccccc2C(=O)O)=C(O)C1	0.5	7.5	1.11	1311	4.9	2.3	5.8	-0.602	-0.313	-0.186	-0.0573	i	i	28.7	-0.7	1363	-5.4%	-2.5%
COc1cccc(C2c3[nH]c4ccccc4c3CCN2Cc2cccn2-c2ncccn2)c1 (stereo not drawn)	17.2	0.3	·	·	1.3	2.7	4.2	-0.765	-0.16	-0.452	-0.362	i	i	12.7	-0.4	1006	38.6%	3.0%
CC(C)Cn1ccc(=O)n(CC(C)C)c1=O	5.3	-2.3	-0.22	1408	4.2	2.8	13.2	0.0704	-0.228	0.255	-0.397	i	i	-4.6	-0.4	1106	7.4%	-3.0%
Cn1c(=O)c(-c2cc(Br)ccc2N)nc2ccccc21	6.9	3.0	-0.37	810	2.5	1.5	15.8	3.54	0.148	3.02	-1.64	i	i	-15.9	·	·	-7.3%	1.6%
Cc1nnc2ccc(-c3cccc(NC(=O)c4ccc(Br)o4)c3)nn12	-5.8	-8.8	-0.61	1013	1.5	1.6	1.7	-1.24	-0.14	-0.659	0.5	i	i	-10.3	·	·	6.2%	0.6%
O=C(CN1C(=O)CSc2ccc(S(=O)(=O)N3CCCCC3)cc21)NCc1cccnc1	0.9	-8.7	0.3	1234	5.0	1.7	6.6	-0.981	-0.24	0.0505	0.777	i	i	4.5	-1.8	578	0.0%	-2.1%
c1ccc(-c2nnnc3ccccc23)cc1	-3.3	-22.1	0.81	1100	3.2	2.4	9.0	0.118	0.557	0.103	-0.64	i	i	-8.2	0.9	571	-7.4%	3.6%
COc1cccc(CN2CCNC(=O)C2CC(=O)NCc2cn3ccc(C)cc3n2)c1OC (stereo not drawn)	·	·	-0.76	1132	·	·	·	-0.0398	-0.135	-0.0284	-0.598	i	·	·	0.3	1263	7.3%	3.7%
Cn1c(SCC(=O)NCC2CCCO2)nnc1-c1ccc(S(=O)(=O)N2CCCC2)cc1 (stereo not drawn)	-8.5	-2.0	0.36	1188	4.5	2.8	9.0	-0.353	-0.333	0.063	-0.383	i	i	7.0	-5.1	982	0.1%	0.1%
O=C(c1ccccc1)N1CCCC(c2nc3c(nnn3Cc3ccccc3)c(=O)[nH]2)C1 (stereo not drawn)	-11.4	-7.2	·	·	4.7	4.7	3.9	-0.193	-0.286	-0.054	-0.0123	i	i	2.4	-3.3	1045	9.2%	0.0%
CCO[C@@H]1OC(C(=O)N2CCN(Cc3ccccc3)CC2)=C[C@H](c2ccc(Br)cc2)[C@H]1CCCO	29.2	9.8	-0.86	1245	4.6	1.6	8.5	-0.384	-0.315	0.0685	-0.0348	i	i	3.4	1.4	1128	0.6%	0.0%
CCn1cc(S(=O)(=O)CC(=O)Nc2cccc(C)c2)c2ccccc21	·	·	0.43	963	·	·	·	-0.241	-0.829	0.214	-0.132	i	·	·	0.1	1166	1.8%	-1.5%
CCN(CC)S(=O)(=O)c1cccc(NC(=O)COC(=O)CNC(=O)c2cccc(F)c2)c1	·	·	-0.08	1053	·	·	·	0.0142	-0.789	-0.196	0.0256	i	·	·	1.2	1299	1.9%	-1.4%
Cc1nc(CNS(=O)(=O)c2ccccc2F)cs1	-0.8	-6.0	0.1	1120	4.4	1.8	8.9	-0.274	-0.152	0.533	-0.0336	i	i	6.4	-3.6	526	1.0%	0.9%
CCCN(CCC)C(=S)NC1CC2C=CC1C2 (stereo not drawn)	·	·	·	·	·	·	·	-0.0587	-0.0417	0.498	-0.14	i	·	·	-0.1	1339	-11.0%	-0.3%
Cn1cc(C(=O)c2ccc(Cl)cc2Cl)cc1C(=O)N/N=C(\N)COc1ccccc1	-1.9	-5.7	0.42	1134	2.7	1.1	9.4	-0.299	0.203	0.0871	0.358	i	i	-3.9	3.1	1177	14.7%	3.9%
CCN(CC)CCNc1ncnc2c1sc1nc(N3CCOCC3)c3c(c12)CC(C)(C)SC3	0.2	18.0	-2.12	1209	4.1	2.5	12.3	0.132	2.67	0.264	-5.9	i	i	2.1	4.9	1271	8.9%	46.6%
COC(=O)C(C)Sc1nc2c(c(=O)[nH]c(=O)n2C)n1CCC(C)C (stereo not drawn)	-8.9	-0.2	·	·	2.5	1.7	2.1	2.11	-0.218	0.89	-0.0203	i	i	-4.0	-1.0	1181	-10.3%	-0.9%
Fc1ccc(NC(=S)Nc2cccnc2)cc1Cl	44.0	1.3	0.39	1455	3.8	1.5	9.5	-0.428	-0.279	-0.131	0.659	i	i	-18.3	0.3	1407	1.8%	-0.2%
CCOc1cc(S(=O)(=O)n2ccnc2)ccc1Cl	0.0	10.0	-0.33	1595	3.3	0.9	14.8	1.78	-0.197	1.19	-1.49	i	i	16.6	-2.5	1023	0.7%	0.7%
Cc1c(NC(=O)CCC2CCCCC2)cc(C(=O)N2CCOCC2)cc1[N+](=O)[O-]	-0.2	8.0	0	1245	2.3	1.5	5.5	-0.762	-0.283	-0.391	0.579	i	i	21.8	-3.2	1079	2.4%	-1.7%

5 structures out of the list, sorted by length of the SMILES, smallest number first.
SMILES	WT yeast gro inh	WT yeast gro inh mutant strain	Ins promoter up	Ins promoter up cell count	MT stabilize HCS	MT stabilize HCS Hoechst-high %	MT stabilize HCS cytotoxicity %	Dynein cargo inh	Dynein cargo inh cytoplasmic EGFP	Dynein cargo inh nuclear GR-EGFP	Dynein cargo inh cell count	Yfh1-depleted yeast	Autophagy HCS	Autophagy HCS cell loss 18 h	b-catenin transl	b-catenin transl cell count 5 µM	AID2073	HIV fusion peptide
Cc1nc(CNS(=O)(=O)c2ccccc2F)cs1	-0.8	-6.0	0.1	1120	4.4	1.8	8.9	-0.274	-0.152	0.533	-0.0336	i	i	6.4	-3.6	526	1.0%	0.9%
CC1(C)CC(=O)C(C=Nc2ccccc2C(=O)O)=C(O)C1	0.5	7.5	1.11	1311	4.9	2.3	5.8	-0.602	-0.313	-0.186	-0.0573	i	i	28.7	-0.7	1363	-5.4%	-2.5%
CCCN1C(=O)/C(=C\C=C2/Sc3ccccc3N2CCO)SC1=S	38.6	29.3	0.32	1205	3.2	2.5	9.9	-0.189	-0.00129	-0.0421	-1.23	i	i	3.0	15.3	1090	26.3%	3.4%
Cc1nnc2ccc(-c3cccc(NC(=O)c4ccc(Br)o4)c3)nn12	-5.8	-8.8	-0.61	1013	1.5	1.6	1.7	-1.24	-0.14	-0.659	0.5	i	i	-10.3	·	·	6.2%	0.6%
CCO[C@@H]1OC(C(=O)N2CCN(Cc3ccccc3)CC2)=C[C@H](c2ccc(Br)cc2)[C@H]1CCCO	29.2	9.8	-0.86	1245	4.6	1.6	8.5	-0.384	-0.315	0.0685	-0.0348	i	i	3.4	1.4	1128	0.6%	0.0%
